Screening results (PubChem)
TROY signal inh – inhibitors of TROY-driven NF-kB signaling, primary screen, Q293 LMP1-TROYcd cells, NF-kB luciferase, uHTS; Q293 LMP1-TROYcd NF-kB luciferase reporter, 4 h; inhibition, % at 10 µM; hit rate 0.98% among 360,000;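 active = compounds whose plate-normalised and pattern-corrected inhibition of the luciferase reporter signal at the single screening dose is 50% or more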
NOD2-RIPK2 inh – NOD2-RIPK2 binding disruptors in cells, primary screen, fluorescence, CHO cells, BLA complementation; inhibition, % at 4.98 µM; AID 624267, 2012; CCF4 ratio; hit rate 0.38% among 360,000; in the data active = inhibition above about 21%;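 also: 0% = vehicle only and 100% = reference blocker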
Target sequence (O43353 whole entry, looked up): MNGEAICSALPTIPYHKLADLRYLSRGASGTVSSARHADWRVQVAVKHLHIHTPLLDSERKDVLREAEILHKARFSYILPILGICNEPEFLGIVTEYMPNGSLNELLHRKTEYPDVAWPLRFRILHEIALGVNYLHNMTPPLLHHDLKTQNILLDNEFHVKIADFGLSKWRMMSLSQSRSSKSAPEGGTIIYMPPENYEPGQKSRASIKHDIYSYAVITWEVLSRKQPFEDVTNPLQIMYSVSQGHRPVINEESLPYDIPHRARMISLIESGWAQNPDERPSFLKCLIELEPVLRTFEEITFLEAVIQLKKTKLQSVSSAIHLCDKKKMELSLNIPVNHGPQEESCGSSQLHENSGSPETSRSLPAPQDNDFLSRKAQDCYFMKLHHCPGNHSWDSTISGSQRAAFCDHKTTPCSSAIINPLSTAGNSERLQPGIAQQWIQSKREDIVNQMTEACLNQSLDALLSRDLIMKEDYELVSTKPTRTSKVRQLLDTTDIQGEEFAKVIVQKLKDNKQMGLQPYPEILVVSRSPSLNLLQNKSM
TLR9-MyD88 block – inhibitors of TLR9-MyD88 association in cells, primary screen, cell-based, CHO, BLA complementation, fluorescence; inhibition, % at 4.98 µM; CCF4 FRET ratio; hit rate 0.21% among 340,000; Toll-like receptor 9 (Homo sapiens) + Myeloid differentiation primary response protein …;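 active = inhibition above the mean over all tested compounds plus 3 SD, cut at about 21% in these data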;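 also: 0% = DMSO only wells and 100% = clavulanate BLA inhibitor control wells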
NR2F2 inh – NR2F2 transcriptional activity inhibitors, primary screen, cell-based, luciferase reporter, HEK293T, luminescence | hit rate 0.7% among 370,000 | COUP transcription factor 2 (Homo sapiens), P24468 | HEK293T NGFI-A luciferase reporter | inhibition, % at 8.6 µM;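 active = inhibition above a per-plate cutoff, mean inhibition of test wells between control levels plus 3 SD, cut at about 38% in these data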;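 also: cells cotransfected with COUP-TFII expression vector driving the NGFI-A reporter; 0% = median of COUP-TF2 test wells and 100% = reporter-only cells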
NCOA2 inhibitor – inhibition of GAL4-SRC2 driven luciferase reporter, primary screen, SRC2 inhibitor project, cell-based, luminescence | Nuclear receptor coactivator 2 (Homo sapiens), Q15596 | HEK293 GAL4-SRC2 luciferase reporter | inhibition, % at 9 µM | hit rate 0.17% among 370,000;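 active = inhibition above the mean inhibition of all tested compounds plus 3 SD, set per campaign, cut at about 52% in these data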;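 also: 0% = DMSO treated cells and 100% = cells given Gossypol at 36 µM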
Granule exo inh – LAMP-1 surface exposure blockers, TALL-104 cells – cell-based, flow cytometry, MLPCN library, primary screen; TALL-104 LAMP-1 surface exposure; cells stimulated with thapsigargin and PMA; inhibition, % at 10 µM; hit rate 0.66% among 360,000; AID 651702, 2012;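 active = inhibition above about 55%, limit read from the data; inconclusive = no clear call, values can overlap the other calls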
LRH-1 inv ag – LRH-1 (NR5A2) inverse agonists, primary screen, cell-based, luminescence, HEK293T, StAR-luciferase reporter | Nuclear receptor subfamily 5 group A member 2 (Homo sapiens), O00482 | LRH-1 transfected, 24 h | inhibition, % at 3.6 µM | hit rate 0.13% among 360,000 | AID 602396, 2012;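 active = inhibition above the mean inhibition of all tested compounds plus 3 SD, cut at about 73% in these data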;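 also: 0% = DMSO wells and 100% = reporter-only cells lacking LRH-1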
Target sequence (O00482 whole entry, looked up): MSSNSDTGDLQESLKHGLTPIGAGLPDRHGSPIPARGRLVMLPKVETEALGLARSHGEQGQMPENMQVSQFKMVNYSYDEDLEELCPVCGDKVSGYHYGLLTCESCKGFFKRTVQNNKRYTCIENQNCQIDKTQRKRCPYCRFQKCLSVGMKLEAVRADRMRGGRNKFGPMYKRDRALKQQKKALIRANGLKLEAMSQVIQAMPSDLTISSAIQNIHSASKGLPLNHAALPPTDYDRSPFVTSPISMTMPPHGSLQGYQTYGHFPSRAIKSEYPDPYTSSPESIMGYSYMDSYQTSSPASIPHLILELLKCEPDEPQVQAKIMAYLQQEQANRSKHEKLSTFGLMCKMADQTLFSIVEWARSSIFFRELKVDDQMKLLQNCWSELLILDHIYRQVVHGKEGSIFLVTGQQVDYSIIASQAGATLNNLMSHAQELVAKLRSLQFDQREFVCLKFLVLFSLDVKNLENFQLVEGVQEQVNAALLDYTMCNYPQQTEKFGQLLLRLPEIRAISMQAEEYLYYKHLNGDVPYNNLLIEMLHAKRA
SRC1 inh – SRC1 coactivator transcriptional activity inhibitors, primary screen, cell-based, luminescence; Nuclear receptor coactivator 1 (Homo sapiens), Q15788; HEK293 GAL4-SRC1 luciferase reporter; inhibition, % at 3.6 µM; hit rate 0.12% among 360,000; AID 588354, 2011;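 active = inhibition above the campaign mean plus 3 SD, with each screening campaign given its own cutoff, cut at about 60% in these data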;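 also: 0% = DMSO treated cells and 100% = gossypol at 36 µM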
SRC3 inh – SRC3 coactivator transcriptional activity inhibitors, primary screen, cell-based, luminescence; Nuclear receptor coactivator 3 (Homo sapiens), Q9Y6Q9; HEK293 GAL4-SRC3 luciferase reporter; inhibition, % at 3.6 µM; hit rate 0.17% among 360,000; AID 588352, 2011;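 active = inhibition above a per-campaign cutoff, the mean of all compounds plus 3 SD, cut at about 60% in these data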;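 also: 0% = DMSO-treated cells and 100% = gossypol-treated cells at 36 µM; higher means less SRC3-driven luciferase light from the GAL4 reporter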
ABHD5 PLIN5 PPI – ABHD5-PLIN5 interaction inhibitors, primary screen, cell lysate, split luciferase complementation, luminescence. Split G. princeps luciferase complementation, 4 h. inhibition, % at 4 µM. hit rate 0.78% among 360,000. Perilipin-5 (Homo sapiens) + 1-acylglycerol-3-phosphate O-acyltransferase ABHD5 (Homo …;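 active = inhibition above the mean inhibition across every tested compound plus 3 SD, cut at about 22% in these data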;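 also: 0% = DMSO only wells and the 100% control is not disclosed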
TWEAK-Fn14 inh – inhibitors of TWEAK-Fn14 signaling, primary screen, luciferase reporter cells, uHTS. TWEAK-stimulated Fn14 reporter cells, luciferase luminescence, 8 h. inhibition, % at 10 µM. hit rate 2% among 360,000. AID 1159606, 2016; in the data active = inhibition above about 50%
Active calls of the source: *; ? = inconclusive; . = no result given. Some of the compounds tested, so the mix of outcomes need not match the whole.

SMILES | TROY signal inh | NOD2-RIPK2 inh | TLR9-MyD88 block | NR2F2 inh | NCOA2 inhibitor | Granule exo inh | LRH-1 inv ag | SRC1 inh | SRC3 inh | ABHD5 PLIN5 PPI | TWEAK-Fn14 inh
Cc1cccc(NC(=S)NCCN2CCOCC2)c1 | 9 | -1 | 6 | 0 | -16 | -3 | 9 | -22 | -4 | 1 | 8
COC(=O)[C@@H](Cc1ccccc1)N(Cc1ccccc1)S(=O)(=O)N(Cc1ccccc1)[C@H](Cc1ccccc1)C(=O)OC | -5 | -5 | -2 | -5 | -15 | 8 | -11 | -6 | 19 | -12 | 12
CC(=O)NC1CC2CCC(C1)N2Cc1ccc(C)cc1 (stereo not given) | -7 | 3 | 0 | 6 | -24 | 2 | -4 | 3 | 14 | 1 | -18
Cc1c(N=C2C=CC(=O)c3ccccc32)c(=O)n(-c2ccccc2)n1C | 23 | -2 | 13 | 6 | -24 | 95* | 10 | -18 | -9 | -10 | 32
CC(NC(=O)c1ccccc1)C(=O)N/N=C/c1ccc(O)cc1 (stereo not given) | -32 | -9 | 0 | 1 | 6 | 1 | -14 | -31 | 3 | -2 | -6
COc1ccc(NS(=O)(=O)c2cc(NC(=O)/C=C/c3cc(OC)c(OC)c(OC)c3)ccc2N2CCCCC2)cc1 | 1 | -6 | 7 | -6 | -6 | 3 | 18 | -4 | 6 | -3 | -30
Cc1cc(C(N)=O)c2cc(Br)ccc2n1 | 6 | 5 | -5 | 26 | 14 | 2 | 4 | 5 | 18 | 1 | 12
COc1cc2nc(COc3ccccc3[N+](=O)[O-])oc(=O)c2cc1OC | 12 | 0 | -9 | 2 | 4 | ? | -1 | 4 | 10 | 8 | 13
CCC(O)(CC)C(=O)NN(C(=O)Nc1csc2c1CCCC2)c1ccccc1 | -23 | -7 | -1 | 12 | 16 | 6 | 16 | 5 | 11 | 0 | -5
O=C(Nc1ccccc1N1CCCC1)c1cccc(-c2cc3ccccc3oc2=O)c1 | -153 | -17 | -1 | -31 | -36 | 3 | -60 | -54 | -43 | 4 | -7
COc1cc(Nc2nc3c(N)cc(C(F)(F)F)cc3nc2-c2ccccc2)cc(OC)c1OC | 14 | 4 | -2 | -10 | -26 | 9 | 6 | -14 | -7 | -1 | 17
O=C(Nc1nnc(-c2ccncc2)o1)c1ccccc1F | 7 | 3 | -5 | 8 | -58 | 0 | -1 | -91 | 15 | 1 | 12
CC1CC(C)CN(S(=O)(=O)c2ccc(NC(=O)CN3CCCCCC3)cc2)C1 (stereo not given) | 19 | 9 | -7 | 7 | 10 | 9 | -33 | 0 | -1 | -10 | 15
COc1cccc(-n2nnnc2SCC(=O)N2CCCc3ccccc32)c1 | -23 | 6 | -3 | 9 | -5 | 0 | 2 | -21 | 4 | -12 | -7
Cc1ccc(CC2CC(=O)N(c3ccc(C)cc3)C2=O)cc1 (stereo not given) | -11 | -10 | 3 | 26 | -20 | -2 | -8 | -5 | 10 | -1 | 2
COc1ccc(CCNC(=O)C2CCN(S(=O)(=O)c3ccc(OC)c(OC)c3)CC2)cc1OC | 2 | -4 | -1 | 19 | -18 | -6 | 3 | 0 | -14 | -2 | 10
O=C(/C=C/c1cn(-c2ccccc2)nc1-c1cccnc1)N1CCCCC1 | 1 | 4 | -9 | -1 | -36 | 0 | 0 | 6 | -4 | 7 | -10
Cn1nccc1NS(=O)(=O)c1ccc(F)cc1 | 9 | 5 | 0 | -17 | -5 | 10 | 5 | 7 | 9 | 6 | -7
COc1ccccc1NC(=O)CC1C(=O)Nc2c1c(=O)n(C)c(=O)n2C (stereo not given) | 4 | 0 | 6 | -6 | -4 | -3 | 9 | 7 | 10 | 1 | -10
COCN(C#N)c1nc(OC)nc(OC)n1 | 1 | -2 | -7 | -12 | -1 | -1 | 15 | -2 | 12 | 2 | -3
Cc1noc(NS(=O)(=O)c2ccc(NC(=O)c3cc(=O)c4ccccc4o3)cc2)c1C | -9 | -4 | -18 | -9 | -9 | -10 | 6 | -3 | 18 | 0 | 1
CC(C)(C)c1ccc(C(=O)N2CCC2(C)C(=O)NCc2ccc3c(c2)OCO3)cc1 (stereo not given) | 8 | -4 | . | 15 | -27 | 10 | -24 | 0 | 5 | 0 | 15
COCCCNC(=O)c1cn(CC(C)C)c(=O)c2c1c1ccccc1n2C | -14 | 8 | -3 | -15 | -25 | 2 | 10 | 9 | -9 | 6 | 10
O=c1nc(N2CCCCCC2)nc(N2CCCCCC2)[nH]1 | -26 | 9 | -8 | -4 | 0 | 0 | 8 | 9 | 15 | 1 | 10
Cc1cc(C)cc(C(=O)NC(CC(N)=O)c2ccc(N3CCN(c4ccccc4)CC3)c([N+](=O)[O-])c2)c1 (stereo not given) | -2 | 1 | 3 | 15 | -5 | 10 | 16 | -12 | 4 | 2 | 0
(next part)
SMILES | TROY signal inh | NOD2-RIPK2 inh | TLR9-MyD88 block | NR2F2 inh | NCOA2 inhibitor | Granule exo inh | LRH-1 inv ag | SRC1 inh | SRC3 inh | ABHD5 PLIN5 PPI | TWEAK-Fn14 inh
O=C(N1CCCCCC1)n1c(Cc2ccccc2)nc2ccccc21 | -9 | 1 | 5 | -1 | -30 | 1 | 7 | -7 | -12 | -3 | 6
COc1ccc(C(=O)OCC(=O)c2ccc(C3CCCCC3)cc2)cc1 | 12 | -6 | 4 | 4 | -23 | -1 | -9 | -17 | -10 | -4 | 22
Cc1ccc2cc(C(c3nnnn3C3CCCC3)N3CCN(c4ccccc4)CC3)c(=O)[nH]c2c1 (stereo not given) | 11 | -6 | -5 | -11 | -6 | -7 | 2 | 2 | 2 | -6 | -29
Cc1nc2ccc(NC(=O)N3CCSCC3)cc2s1 | 2 | -12 | 9 | -12 | -4 | 0 | -11 | -24 | -26 | -2 | -8
Cc1csc(SC(C)C(=O)Nc2ccccc2C)n1 (stereo not given) | -3 | -17 | -9 | 9 | -6 | -12 | -2 | -17 | 1 | -1 | 11
CN1C(=S)SC(N(O)C=C2C=CC(=O)C=C2)C1(C)C (stereo not given) | -2 | 3 | -2 | 17 | -25 | -2 | -6 | 1 | -3 | 7 | -3
Cc1cc(C)n(-c2nc(NCCCO)c3c4c(sc3n2)CCCC4)n1 | 4 | 10 | 6 | 8 | -71 | -8 | 0 | -5 | -3 | 1 | -14
CC(C)C(c1nnnn1C1CCCCC1)N1CCN(c2ncccn2)CC1 (stereo not given) | -4 | -9 | -8 | -5 | -17 | 4 | 20 | -8 | 10 | 3 | -3
O=C(O/N=C(\c1ccccc1)c1ccncc1)c1ccccc1Cl | 2 | 4 | -2 | 6 | -7 | -2 | 2 | 10 | -2 | 5 | -3
CCN1CCN(c2ccc(S(=O)(=O)N3CCCCC3)cc2NC(=O)c2ccc(C)c(C)c2)CC1 | -15 | -2 | -13 | -14 | -6 | 0 | 27 | -2 | 1 | 10 | -6
Cc1ccccc1NC(=O)C1c2ccccc2Oc2ccccc21 | -2 | -6 | 1 | 11 | -2 | -2 | 14 | 2 | -6 | 0 | 1
O=C(NNc1ccc(O)cc1)c1ccc(Br)cc1 | -13 | 3 | 3 | -11 | 20 | 13 | 37 | 24 | 53 | -1 | -32
O=C1CCCc2ccccc2N1Cc1ccccc1Cl | 4 | 5 | -7 | 27 | 23 | -14 | 23 | 11 | 14 | -6 | 31
CN(C)S(=O)(=O)c1ccc(NC(=O)c2ccncc2)cc1 | -2 | -1 | 0 | -5 | -28 | 1 | 13 | -1 | 18 | 3 | -3
CCc1ccc(NS(=O)(=O)c2cccc3nonc23)cc1 | -19 | -6 | -101 | 4 | -16 | -1 | 14 | -7 | 9 | 0 | -17
O=C(c1cccs1)c1c[nH]cc1-c1ccccc1 | -20 | -17 | . | 10 | 22 | 6 | 2 | -1 | -5 | -5 | 7
COC(=O)c1ccc(NC(=O)COc2ccccc2OC)cc1 | -1 | -12 | 4 | -2 | -2 | -1 | 2 | -5 | 4 | 3 | 18
O=C(NCc1nnc2c(C(F)(F)F)cc(Cl)cn12)c1ccc2c(c1)OCO2 | 1 | -1 | 1 | -7 | -6 | 11 | 0 | -3 | 14 | -4 | 3
Cc1noc(C)c1-c1nc(CSc2ccc(Cl)cc2)no1 | -28 | -1 | 2 | -26 | -32 | -4 | 4 | -8 | 17 | 1 | -29
O=C(CCn1cnnn1)Nc1ccccc1F | 5 | -1 | -1 | 9 | 21 | -3 | 2 | -8 | 7 | -4 | 7
Cc1csc(NC(C)c2nc3cc(C(F)(F)F)ccc3n2CCOCCO)n1 (stereo not given) | 4 | 1 | -7 | -21 | 0 | 21 | -1 | 1 | 1 | 0 | 2
CCCn1nnc(NC(=S)NC(=O)c2cccs2)n1 | -4 | 4 | -1 | -5 | -19 | 1 | -16 | -12 | -11 | -5 | -4
C#CCn1c(=NC(=O)CSCC(=O)N2CCOCC2)sc2ccccc21 | -5 | -7 | -4 | 5 | 8 | -2 | 13 | 4 | 15 | -7 | 11
Cn1nnc2cc(C(=O)NCc3ccco3)ccc21 | -23 | -6 | -3 | 12 | 18 | -2 | -6 | 4 | 9 | 7 | -1
CCOC(=O)c1ccc(NC(=O)c2cn(-c3ccccc3)nc2-c2ccncc2)cc1 | 19 | 1 | -10 | -17 | -7 | -3 | -12 | 0 | -9 | 6 | 35
CCOc1ccc(CCN2C(=O)c3ccc(C(=O)O)cc3C2=O)cc1OCC | -17 | 0 | -6 | 7 | 2 | -1 | -1 | -14 | -5 | 5 | 7
Cc1cccc(N(C)C(=O)COc2cc(=O)n(C)c3ccccc23)c1 | -5 | -4 | -9 | -3 | 7 | 3 | -10 | -7 | 16 | 6 | -30
Cn1c(=O)oc2cc(S(=O)(=O)N3CCC(C(=O)NCc4ccccc4)CC3)ccc21 | 5 | -10 | 9 | -25 | -27 | 0 | 18 | -10 | -8 | 0 | 1
Cc1cccc(N2CCN(CC(=O)Nc3ccc(-n4cnnn4)cc3)CC2)c1C | 15 | 5 | 5 | 7 | 11 | 1 | -7 | -17 | 3 | -7 | -8
NC(=O)CC(NC(=O)c1ccc(Br)cc1)c1ccc(NCc2ccc(F)c(F)c2)c([N+](=O)[O-])c1 (stereo not given) | -8 | 10 | 13 | -11 | 24 | -13 | 17 | 2 | 18 | 4 | -2

Limited to NCOA2 inhibitor, for 2 of the compounds above:
canonical_smiles	NCOA2 inhibitor
Cc1cccc(N2CCN(CC(=O)Nc3ccc(-n4cnnn4)cc3)CC2)c1C	11
Cc1c(N=C2C=CC(=O)c3ccccc32)c(=O)n(-c2ccccc2)n1C	-24
